TRPC6 act: activators of mouse TRPC6 channel | B-score at 10 µM | HEK293-TRPC6 membrane potential dye fluorescence; hits give high values | AID 2550 | hit rate 0.13% among 310,000 | Q61143;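 active = B-score of the integrated fluorescence ratio above library mean plus 3 SD, and starting fluorescence ratio within library mean plus 5 SD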;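 also: higher score means more depolarization so channel activation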
HIF activator: HIF pathway transcriptional activation. hit rate 0.32% among 300,000. activation, % at 7.5 µM (by protocol). U2OS HRE-luciferase reporter, luminescence; normalized: DMSO 0%, desferrioxamine 100%;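 active = mean activation of at least 10% of the iron chelator positive control signal, with at least half of replicates also reaching 10%; inconclusive = mean and replicate majority disagree about reaching 10%; inactive = mean and most replicates under 10%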
TRPC4 potent: allosteric potentiators of mouse TRPC4 channel. Q9QUQ5. HEK293 TRPC4beta/mu-opioid, DAMGO EC20, Fluo-4 Ca2+ flux; hits give high values. B-score at 10 µM. hit rate 0.42% among 310,000. AID 2227;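 active = B-score of calcium response area above 5 SD of library B-scores, with initial fluorescence ratio within 5 SD of library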;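 also: B-score of integrated fluorescence ratio over time as area under calcium response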
MrgX1 agonist: agonists of human MrgX1 receptor; B-score at 10 µM; MrgX1-HEK293 cells, Fluo-4 calcium fluorescence, agonist mode; hits give high values; hit rate 0.44% among 310,000;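 active = calcium response B-score plate-corrected fluorescence ratio at least 3 library SD, with starting fluorescence B-score inside 5 SD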
Target sequence (Q96LB2 whole entry, looked up): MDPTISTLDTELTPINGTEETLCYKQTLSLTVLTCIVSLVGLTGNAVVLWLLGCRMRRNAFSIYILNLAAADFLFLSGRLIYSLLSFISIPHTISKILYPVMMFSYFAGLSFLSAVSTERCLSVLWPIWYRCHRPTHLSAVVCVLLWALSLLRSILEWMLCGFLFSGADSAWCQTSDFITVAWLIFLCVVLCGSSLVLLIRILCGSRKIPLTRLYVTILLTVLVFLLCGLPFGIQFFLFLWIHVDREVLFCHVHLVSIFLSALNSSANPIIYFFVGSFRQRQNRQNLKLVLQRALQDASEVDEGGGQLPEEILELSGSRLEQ
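Test system: HEK293 cells stably expressing human MrgX1 receptor; amount: 15,000 cells per well; doses: compound delivered in addition one of three; times: overnight plating before 1 h dye loading; detection: Fluo-4 NW calcium-flux fluorescence, kinetic read; read-out basis: B-scored fluorescence response ratio; controls: positive and negative controls per plate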
PolyA inh: blocks polyadenylation in yeast reporter cells | hit rate 0.02% among 300,000 | calls only at 12 µM | S. cerevisiae SKY197-pL101 polyadenylation reporter, beta-gal luminescence; efflux-impaired pdr1/pdr3 knockout yeast; score 100 = 6 SD above DMSO | AID 1875;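 active = lowest replicate activity score at least 50, where 100 means six control SD above control mean; inconclusive = lowest score under 50 but half or more replicates reach 50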;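 also: yeast exposed to compound for 9 h at 30 °C; higher score means more reporter readthrough which indicates perturbed polyadenylation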
MrgX1 allo act: allosterically activates human MrgX1 receptor signaling | MrgX1-HEK293, Fluo-4 calcium flux, FDSS; hits give high values | B-score at 10 µM | hit rate 0.63% among 310,000 | AID 588675;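 active = plate-corrected calcium response at least 3 library SD above typical, normal starting fluorescence, not activating the receptor alone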;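 also: compound read alongside a low EC10 to EC30 dose of BAM8-22 agonist; peak minus trough fluorescence over baseline measured at the second addition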
TRPC6 inh: blocks the mouse TRPC6 cation channel | HEK293-TRPC6, membrane potential dye, ACh-evoked depolarization; hits give low values | B-score at 10 µM | hit rate 1.1% among 310,000 | AID 2553;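 active = B-score under library mean minus 3 SD, initial fluorescence not abnormally high, positive integrated signal ratio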;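 also: B-score derived from integrated fluorescence ratio over the kinetic read; more negative B-score means stronger inhibition of depolarization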
TRPC4 block: blocks the mouse TRPC4 cation channel | Q9QUQ5 | HEK293 TRPC4beta/mu-opioid, DAMGO-evoked Fluo4 calcium flux; hits give low values | B-score at 10 µM | hit rate 0.39% among 300,000;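 active = B-score over 3 SD under the library average, no early fluorescence shift, positive overall ratio signal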
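Assay system: TRPC4beta/mu-opioid receptor HEK293 cell line; compound dosing: single concentration per test compound; detection: Fluo4 Ca2+ flux fluorescence; evaluation: per-well B score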
AI-2 QS modul: modulators of Vibrio harveyi AI-2 quorum sensing system; Vibrio harveyi JMH597 AI-2 luminescence/OD600 ratio, 9 h; hits give low values; strain lacks LuxN and CqsS sensors; 0 = neutral-control median; activity change, % at 7.5 µM; hit rate 0.4% among 300,000; in the data active = activity change below about -75%, passing the limit was not always enough; inconclusive = no clear call, values can overlap the other calls;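 also: luminescence divided by OD600 gain over 9 h not by final OD600 alone; inactives centre near 13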
MrgX1 antag: human MrgX1 receptor antagonism, primary screen; B-score at 10 µM; MRGX1-HEK293 calcium flux, Fluo-4, BAM8-22 antagonism; hits give low values; hit rate 1.3% among 310,000; AID 588676;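 active = calcium-response B-score plate-corrected more than 3 library SD below zero, starting fluorescence within 5 deviations, no agonist response on first addition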;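 also: peak minus trough fluorescence over baseline after final BAM8-22 challenge near maximal dose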
TRPC4 agonist: opens the mouse TRPC4 cation channel; Q9QUQ5; HEK293 TRPC4beta/mu-opioid, Fluo4 calcium fluorescence; hits give high values; B-score at 10 µM; hit rate 0.49% among 310,000; AID 2237;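 active = B-score above 5 SD of library B-scores, and initial fluorescence ratio not above library mean plus 5 SD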;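 also: positive B-score marks a calcium rise read as TRPC4 activation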
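Test system: HEK293 cells stably co-expressing mouse TRPC4beta and mu-opioid receptor | Schedule: Fluo4 dye loading 45 min at room temperature, 110 s recording | Measured by: Kinetic Fluo4 calcium fluorescence, 5 s baseline at 1 Hz | Evaluation: B score of integrated ratio | Controls: Buffer (low) and maximal DAMGO (high)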
Starred values were filed as active, the others as inactive; i = inactive; ? = inconclusive; . = no result given. An excerpt; count on the stated rates, not on these rows.

SMILES	TRPC6 act	HIF activator	TRPC4 potent	MrgX1 agonist	PolyA inh	MrgX1 allo act	TRPC6 inh	TRPC4 block	AI-2 QS modul	MrgX1 antag	TRPC4 agonist
COc1ccc(C)cc1NCC(=O)Nc1ccc(C(C)(C)C)cc1	i	0.3	i	i	i	i	i	i	7	i	i
COc1cc(C(=O)Nc2cc(C(F)(F)F)ccc2N2CCOCC2)ccc1OCC(=O)N1CCOCC1	i	-0.6	i	i	i	i	i	i	15	i	i
CCOc1c(C)cnc2c1c(=O)n(Cc1cccc(Cl)c1)c(=O)n2C	i	0.3	i	i	i	i	i	i	-7	i	i
CCOc1ncccc1C(=O)OCC(=O)Nc1c(C)cccc1C	i	-2.8	i	i	i	i	i	i	30	i	i
COc1cc(C2C(C#N)=C(C)NC3=C2C(=O)CC(C)(C)C3)ccc1OCCO (stereo not drawn)	i	0.5	i	i	i	i	i	i	4	i	i
O=c1o[nH]c(-c2ccccc2)c1N=Nc1c(F)cccc1Cl	i	0.2	i	i	i	i	i	i	14	i	i
Cc1nn(-c2ccccc2)c(C)c1C(=O)OCC(=O)N(C)C1CCS(=O)(=O)C1 (stereo not drawn)	i	1.0	i	i	i	i	i	i	10	i	i
C=CCN(Cc1ccco1)S(=O)(=O)c1ccc(Cl)cc1	i	-0.6	i	i	i	i	i	i	14	i	i
COC(=O)c1oc2ccccc2c1-n1cccc1	i	-8.5	i	i	i	i	i	i	9	i	i
COc1ccc(S(=O)(=O)N2CC=C(C(=O)Nc3ccc(NC(C)=O)cc3)CC2)cc1	i	-0.2	i	i	i	i	i	.	-2	i	i
C/C(=N\OCC(=O)Nc1ccccc1C(=O)O)c1cccs1	i	-0.3	i	i	i	i	i	i	10	i	i
C/C(=N\NC(=O)C(N)=O)c1cccc(C(F)(F)F)c1	i	-0.1	i	i	i	i	i	i	4	i	i
CCc1ccc(S(=O)(=O)N/N=C\c2ccc3c(c2)OCO3)cc1	i	-0.3	i	i	i	i	i	i	20	i	i
O=C(c1cccs1)N1CCN(Cc2cccnc2)CC1	i	0.0	i	i	i	i	i	i	42	i	i
CN(CCO)CCOCCOc1cccc2ccccc12	i	0.4	i	i	i	i	i	i	29	i	i

Three entries from above, with bars between the fields.
structure | TRPC6 act | HIF activator | TRPC4 potent | MrgX1 agonist | PolyA inh | MrgX1 allo act | TRPC6 inh | TRPC4 block | AI-2 QS modul | MrgX1 antag | TRPC4 agonist
CN(CCO)CCOCCOc1cccc2ccccc12 | i | 0.4 | i | i | i | i | i | i | 29 | i | i
COc1cc(C2C(C#N)=C(C)NC3=C2C(=O)CC(C)(C)C3)ccc1OCCO (stereo not drawn) | i | 0.5 | i | i | i | i | i | i | 4 | i | i
C/C(=N\NC(=O)C(N)=O)c1cccc(C(F)(F)F)c1 | i | -0.1 | i | i | i | i | i | i | 4 | i | i

New compounds follow:
SMILES	TRPC6 act	HIF activator	TRPC4 potent	MrgX1 agonist	PolyA inh	MrgX1 allo act	TRPC6 inh	TRPC4 block	AI-2 QS modul	MrgX1 antag	TRPC4 agonist
NC(=O)c1ccccc1NC(=O)CCCc1ccccc1	i	1.1	i	i	i	i	i	i	4	i	i
COC(=O)C(NC(=O)C(C)NC(=O)OCc1ccccc1)C(C)C (stereo not drawn)	i	-0.7	i	i	i	i	i	i	19	i	i
CCCc1nc2ccccc2n1C(=S)SC	i	-0.6	i	i	i	i	i	i	32	i	i
O=C(CN1C(=O)NC2(CCc3ccccc32)C1=O)c1ccc(F)c(F)c1 (stereo not drawn)	i	0.0	i	i	i	i	i	i	-16	i	i
CC(NC(=O)COC(=O)c1cc(NS(=O)(=O)c2ccc(Cl)c([N+](=O)[O-])c2)ccc1O)C1CC2CCC1C2 (stereo not drawn)	i	0.1	i	i	i	i	i	i	14	i	i
NC(=O)COC(=O)c1cccc(S(=O)(=O)N2CCN(c3ccc(F)cc3)CC2)c1	i	-0.3	i	i	i	i	i	i	28	i	i
CC(=O)c1ccc(NC(=S)Nc2cccc3ccccc23)cc1	i	-0.2	i	i	i	i	i	i	0	i	i
COc1ccc(N(C(=O)CNC(=O)c2ccco2)C(C(=O)NC2CCCC2)c2ccncc2)cc1 (stereo not drawn)	i	0.0	i	i	i	i	i	i	29	i	i
O=C(Nc1cccc2nsnc12)c1ccc(-c2ccc(Br)cc2)o1	i	0.7	i	i	i	i	i	i	55	i	i
Cc1ccc(-n2c3c(c(O)c(-c4ccccc4)c2=O)C(=O)CC(C)(C)C3)cc1	i	-0.5	i	i	i	i	i	i	5	i	i
CN(CC(=O)Nc1ccc(S(N)(=O)=O)cc1)c1ccccc1	i	-0.2	i	i	i	i	i	i	45	i	i
Cc1cccc(-n2ncc3c2CCCC3NC(=O)Cc2c(C)noc2C)c1C (stereo not drawn)	i	-9.6	i	i	i	i	i	i	21	i	i
COc1ccc(NC(=O)CS(=O)(=O)c2cn(CC(=O)N(C(C)C)C(C)C)c3ccccc23)c(OC)c1	i	0.1	i	i	i	i	i	i	2	i	i
NS(=O)(=O)c1ccc(CNC(=O)c2ccc3c(=O)n4c(nc3c2)CCC4)cc1	i	0.0	i	i	i	i	i	i	31	i	i
Cc1cc(OC(C)C(=O)NC2CCN(Cc3ccccc3)CC2)c2c(C)cc(=O)oc2c1 (stereo not drawn)	i	0.3	i	i	i	i	i	i	18	i	i
O=C(Cn1cccc1C(=O)c1ccccc1)NCc1ccc2c(c1)OCO2	i	0.6	i	i	i	i	i	i	25	i	i
O=C(NCc1ccc(F)cc1)Nc1cccc([N+](=O)[O-])c1	i	1.2	i	i	i	i	i	i	-47	i	i
O=C(CSc1nc(=O)n2ccccc2n1)N1N=C(c2cccs2)CC1c1ccc(F)cc1 (stereo not drawn)	i	-0.2	i	i	i	i	i	i	7	i	i
CC(C)OC(=O)C(C)Oc1ccc(C(=O)NCCc2ccccc2)cc1 (stereo not drawn)	i	0.1	i	i	i	i	i	i	16	i	i
Cc1ccc2nc(SCC(=O)O)nc(C)c2c1	i	0.2	i	i	i	i	i	i	46	i	i
COc1ccc(C(=O)CCc2ccccc2)cc1	i	-2.6	i	i	i	i	i	i	-59	i	i
CC(C)CNC(=O)c1cccc(NC(=O)CCc2ccccc2)c1	i	0.1	i	i	i	i	i	i	23	i	i
Cc1ccc2c(c1)N(C(=O)CCC(=O)NCCCN1CCOCC1)CC(C)O2 (stereo not drawn)	i	0.3	i	i	i	i	i	i	12	i	i
COCCNC(=O)c1cc2nc(-c3ccccc3)cc(C)n2n1	i	0.1	i	i	i	i	i	i	10	i	i
Cc1cc(C)cc(NC(=S)Nc2ccc(Cl)c(Cl)c2)c1	i	1.2	i	i	i	i	i	i	60	i	i
CCOC(=O)CSc1nc(N2CCOCC2)c2c(c1C#N)CC(C)(C)OC2	i	-0.6	i	i	i	i	i	i	19	i	i
CCOc1ccc(N2CSC3=C(C#N)C(c4ccco4)CC(=O)N3C2)cc1 (stereo not drawn)	i	-0.2	i	i	i	i	i	.	-7	i	i
CC(=O)Nc1cccc(NC(=O)Nc2ccc(C(C)=O)cc2)c1	i	1.8	i	i	i	i	i	i	10	i	i
COC(=O)c1cccc(S(=O)(=O)N(Cc2ccco2)Cc2cc3cc(OC)ccc3[nH]c2=O)c1	i	0.7	i	i	i	i	i	i	16	i	i
C/C(=N\NC(=O)C(O)c1ccccc1)c1ccc(Cl)s1 (stereo not drawn)	i	0.0	i	i	i	i	i	i	17	i	i
O=C(CN1C2=NCCN2c2ccccc21)c1ccc2c(c1)OCO2	i	-0.3	i	i	i	i	i	i	18	i	i
COc1ccc(S(=O)(=O)N2CCC(Cc3ccccc3)CC2)cc1NC(C)=O	i	-21	i	i	i	i	i	i	6	i	i
OC(COCc1ccccc1)CN1CCN(c2ccccc2F)CC1 (stereo not drawn)	i	-0.3	i	i	i	i	i	i	4	i	i
COC(=O)c1ccc(NC(=O)CSc2nc3ncccc3[nH]2)cc1	i	0.1	i	i	i	i	i	i	?	i	i
CC(C)c1cc(C(=O)NC2CCCCC2)no1	i	2.0	i	i	i	i	i	i	33	i	i
COc1ccccc1/C=N/NC(=O)NC12CC3CC(CC(C3)C1)C2	i	0.9	i	i	i	i	i	i	20	i	i
CC(C)=CCN1CCN(Cc2nc(C(C)C)cs2)CC1CCO (stereo not drawn)	i	-0.2	i	i	i	i	i	i	3	i	i
CC(=O)c1cccc(NC(=O)c2cc3ccccn3n2)c1	i	3.4	i	i	i	i	i	i	37	i	i
CCOC(=O)N1CCC(N(CCN(C)C)C(=S)Nc2cccc(SC)c2)CC1	i	-0.1	i	i	i	i	i	i	10	i	i
C=CCN(CC=C)C(=O)c1ccc(OC2CCN(Cc3ccccn3)CC2)cc1	i	-0.3	i	i	i	i	i	i	8	i	i
Cc1ccc(NC(=O)CSc2ccc(-c3ccco3)nn2)cc1	i	1.4	i	i	i	i	i	i	21	i	i
CCOC(=O)C1=C(C)N=C2SC(C(=O)OC)=CC(=O)N2C1c1cccc(OC)c1 (stereo not drawn)	i	-0.7	i	i	i	i	i	i	6	i	i
COCCNC(=O)CN1C(=O)CSc2ncccc21	i	.	i	i	i	i	i	i	7	i	i
CC(NC=C1C(=O)OC(C)(C)OC1=O)C(=O)O (stereo not drawn)	i	0.0	i	i	.	i	i	i	21	i	i
CN1CCN(c2ccccc2NC(=O)c2ccc(N3CCCC3)c([N+](=O)[O-])c2)CC1	i	-0.7	i	i	i	i	-11*	i	21	i	i
O=C(O)c1nn(CCOc2ccc(Cl)cc2Cl)c(=O)c2ccccc12	i	-0.4	i	i	i	i	i	i	17	i	i
Cc1ccc(OCCOCCN2CCN(C)CC2)c(C(C)(C)C)c1	i	-0.7	i	i	i	i	i	i	.	i	i
CC(=O)N1CCN(C(=O)CCCNC(=O)c2ccc(Cl)cc2)CC1	i	-0.5	i	i	i	i	i	i	30	i	i
CCOc1ccccc1CN1CCN(CCCc2ccccc2)CC1CCO (stereo not drawn)	i	0.9	i	i	i	i	i	i	15	i	i

Screening data from PubChem.
